RXFP1 agonist – activates the human relaxin receptor RXFP1. Q9HBX9. HEK293T-RXFP1 cAMP TR-FRET, 30 min; response scale: percent of porcine relaxin response, buffer zero. Potency, µM (top dose mostly 57.5 µM), without a hit: top-dose activation, actives largely listed as activators. 0.3% of 370,000 active. AID 2676; also: potency is read from the fitted curve at half-maximal effect; % is scaled to controls: 0 for no effect and ±100 for the full control effect; nearly all actives have a fitted effect of over 60% in size; many of its hits are not listed in these tables
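Agonist response is measured as cAMP accumulation in an RXFP1-transfected HEK293T line under PDE4 inhibition. Values are scaled between buffer-only and 29 nM porcine relaxin, and EC50s come from standard Hill equation fits.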
D1 antagonist – blocks dopamine activation of the human D1 receptor | HEK293 TREx D1 cells, calcium flux, dopamine EC80; stronger effect = lower value | activity change, negative = inhibition, % at 10 µM | 3.2% of 360,000 active | P21728; in the data active = activity change below about -30%; also: % is scaled to controls: 0 for no effect and ±100 for the full control effect
Target sequence (P21728 whole entry, looked up): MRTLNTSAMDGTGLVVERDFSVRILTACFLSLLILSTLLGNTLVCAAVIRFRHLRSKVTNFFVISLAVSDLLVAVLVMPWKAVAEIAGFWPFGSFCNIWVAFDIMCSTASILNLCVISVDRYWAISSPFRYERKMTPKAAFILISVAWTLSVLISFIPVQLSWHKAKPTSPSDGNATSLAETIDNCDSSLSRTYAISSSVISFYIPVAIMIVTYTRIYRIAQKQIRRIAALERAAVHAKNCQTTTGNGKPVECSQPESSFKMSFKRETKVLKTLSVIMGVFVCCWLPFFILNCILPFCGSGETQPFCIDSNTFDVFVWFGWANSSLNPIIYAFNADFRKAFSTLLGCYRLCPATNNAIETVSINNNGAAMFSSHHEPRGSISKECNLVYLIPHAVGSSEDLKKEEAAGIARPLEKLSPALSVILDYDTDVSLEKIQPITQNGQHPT
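Cells carrying a force-coupled, tetracycline-inducible human D1 receptor report calcium flux. Each well gets a 10 s baseline, compound with 180 s monitoring, then an EC80 dopamine stimulus with a second 180 s kinetic read.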
D1 ag – human D1 receptor agonism. HEK293 T-REx D1 cells, calcium flux, agonist mode. activation, % at 2 µM. 1% of 360,000 active; in the data active = activation above about 30%; also: 0% is about no effect
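Tetracycline-induced HEK293 TREx D1 cells, force-coupled to calcium signalling, were dye-loaded with a no-wash calcium kit. Compound was pin-added after a 10 s baseline. Fluorescence was read kinetically at 1 cycle/s for 180 s, with calcium rises flagged as agonism.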
Vif-APOBEC3G blk – blocks the Vif interaction with human APOBEC3G | 0.076% of 410,000 active | HeLa A3G-eYFP + Vif (tagged APOBEC3G with the HIV-1 protein that degrades it), YFP fluorescence, overnight | Potency, µM (doses to about 46.1 µM), without a hit: at the highest dose activity, negative = active, hits mostly inhibitors | Q9HC16;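 also: potency is read from the fitted curve at half-maximal effect; % is scaled to controls: 0 for no effect and ±100 for the full control effect; nearly all actives have a fitted effect of over 60% in size; hits raise eYFP signal because A3G escapes Vif-driven loss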
Target sequence (Q9HC16 whole entry, looked up): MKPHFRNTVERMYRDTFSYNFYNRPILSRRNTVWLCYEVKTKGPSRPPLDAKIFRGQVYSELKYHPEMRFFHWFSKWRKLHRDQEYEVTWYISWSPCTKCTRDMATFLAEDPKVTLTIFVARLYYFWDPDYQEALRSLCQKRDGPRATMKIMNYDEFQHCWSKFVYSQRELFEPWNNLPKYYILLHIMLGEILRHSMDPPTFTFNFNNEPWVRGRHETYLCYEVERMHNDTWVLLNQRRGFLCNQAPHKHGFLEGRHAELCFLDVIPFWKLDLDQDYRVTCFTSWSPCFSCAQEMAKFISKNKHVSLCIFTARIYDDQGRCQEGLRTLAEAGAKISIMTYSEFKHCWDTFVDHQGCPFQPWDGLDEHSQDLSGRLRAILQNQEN
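HeLa cells stably expressing Vif and C-terminally eYFP-tagged A3G, seeded overnight at 37 deg C, then exposed to compound by pintool overnight at 37 deg C. Rise in yellow fluorescence (Ex 488/Em 500-530, Acumen) marks blocked Vif-driven A3G degradation.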
D2 potentiator – positive allosteric modulators of human D2 dopamine receptor. potentiation, % at 10 µM. AID 485347. P14416. 0.34% of 340,000 active. HEK293 T-REx D2, calcium flux, EC20 dopamine potentiation;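 active = potentiation over 3 SD above the plate norm, cut at about 30% in these data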; also: 0% is about no effect
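Cells plated with tetracycline inducer and held overnight at 30 C; calcium dye loaded 30–90 min at room temperature; baseline taken, compound added and read 180 s; EC20 dopamine then added and read 180 s.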
LDHA inh – inhibitors of human lactate dehydrogenase A | AID 1347041 | P00338 | 0.15% of 480,000 active | purified LDHA, NADH/diaphorase-resazurin fluorescence; stronger effect = lower value | activity change, % (values are at about 110 or 230 µM); in the data active = activity change below about -30%; inconclusive = mostly about -25% to -30%;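 also: plate controls were DMSO wells for no effect and wells without enzyme for full effect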
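LDH5 2 nM; NADH 0.06 mM, pyruvate 0.2 mM; 200 mM Tris pH 7.4, EDTA, Tween-20; 5 min RT. Detection: diaphorase 0.133 mg/mL + resazurin 37 µM, fluorescence ex540/em590 at 0 and 20 min; normalized to enzyme-free and DMSO wells.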
Vif-A3F inh – inhibitors of Vif-A3F interaction | 0.2% of 390,000 active | AID 602313 | Potency, µM (top dose mostly 46.1 µM), for the others: top-dose activity, negative = active | HeLa A3F-eYFP + Vif (tagged APOBEC3F with the HIV-1 protein that degrades it), YFP fluorescence increase; also: potency is read from the fitted curve at half-maximal effect; % of control where 0% means no effect; nearly all actives have a fitted effect of over 65% in size
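Fluorescence increase (Ex 488/Em 500-530) after overnight compound treatment at 37 deg C flags inhibition of Vif-driven A3F-eYFP loss in stable HeLa A3F-eYFP/Vif cells seeded overnight beforehand.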
D1 PAM – enhances dopamine response at the human D1 receptor; P21728; HEK293 TREx D1 cells, calcium flux, dopamine EC20 potentiation; potentiation, % at 10 µM; 0.036% of 360,000 active; in the data active = potentiation above about 30%; also: 0% is about no effect
GRP78 ERSR act – inducers of ER stress response in human glioma cells; U87-MG GRP78 promoter luciferase reporter, 16 h; Potency, µM, for inactives: top-dose activation, usual class: activators; 0.02% of 420,000 active; AID 602332; also: potency is read from the fitted curve at half-maximal effect; series mostly up to about 76 µM; % of control where 0% means no effect; nearly all actives have a fitted effect of over 35% in size
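Stably transfected U87-MG glioma cells carrying a GRP78-based luciferase sensor; 16 h compound incubation. Luminescence end-point read 10 min after Bright-Glo addition at room temperature.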
* = called active by the depositor; ? = inconclusive; . = not tested or not shown. Unless noted, calls follow the shape of the dose curve; as a rule, active = well fitted curve in the direction sought with a large enough effect; inconclusive = small, poorly fitted or top-dose-only effect, or another doubt; inactive = no such curve, though single readings can be large; an effect the other way counts as inactive or inconclusive. This is a subset (hit frequency here may not be typical).

Start of the listing, in advance (7 entries):
SMILES	RXFP1 agonist	D1 antagonist	D1 ag	Vif-APOBEC3G blk	D2 potentiator	LDHA inh	Vif-A3F inh	D1 PAM	GRP78 ERSR act
CC(OC(=O)c1cnccn1)C(=O)c1ccccc1 (configuration not stated)	-0.2%	3.5	3.1	0.5%	-1.8	-4.1	-0.1%	6.4	-0.4%
CCOc1ccc(NC(=O)NCc2cccnc2)cc1	-1.6%	-12.5	0.0	3.1%	3.5	-0.6	2.2%	-0.5	-4.4%
C=CCn1c(C)nc2c(sc3nc4c(cc32)COC(C)(C)C4)c1=O	-0.7%	-0.3	2.9	-0.2%	2.3	-1.9	-5.6%	2.6	1.6%
CNC(=S)N1CCc2cc(OC)c(OC)cc2C1	0.7%	-0.1	0.5	-0.1%	-7.6	-12.0	0.1%	2.4	-1.2%
Brc1ccc(-c2nc(-c3ccncc3)no2)o1	2.3%	12.9	0.2	1.1%	5.9	1.1	-12.8%	-1.7	2.5%
Cc1nc2ccccn2c1C(=O)NN=C1CCN(C)CC1	8.8%	-14.5	2.1	1.5%	-13.0	2.3	-1.0%	-3.0	1.3%
O=C(NCC1CCCCC1)c1cc(Br)ccc1Cl	0.2%	-32.1*	-0.5	-0.2%	6.5	-1.2	-11.8%	0.7	0.2%

Main list, from the start:
SMILES	RXFP1 agonist	D1 antagonist	D1 ag	Vif-APOBEC3G blk	D2 potentiator	LDHA inh	Vif-A3F inh	D1 PAM	GRP78 ERSR act
CC(OC(=O)c1cnccn1)C(=O)c1ccccc1 (configuration not stated)	-0.2%	3.5	3.1	0.5%	-1.8	-4.1	-0.1%	6.4	-0.4%
CCOc1ccc(NC(=O)NCc2cccnc2)cc1	-1.6%	-12.5	0.0	3.1%	3.5	-0.6	2.2%	-0.5	-4.4%
C=CCn1c(C)nc2c(sc3nc4c(cc32)COC(C)(C)C4)c1=O	-0.7%	-0.3	2.9	-0.2%	2.3	-1.9	-5.6%	2.6	1.6%
CNC(=S)N1CCc2cc(OC)c(OC)cc2C1	0.7%	-0.1	0.5	-0.1%	-7.6	-12.0	0.1%	2.4	-1.2%
Brc1ccc(-c2nc(-c3ccncc3)no2)o1	2.3%	12.9	0.2	1.1%	5.9	1.1	-12.8%	-1.7	2.5%
Cc1nc2ccccn2c1C(=O)NN=C1CCN(C)CC1	8.8%	-14.5	2.1	1.5%	-13.0	2.3	-1.0%	-3.0	1.3%
O=C(NCC1CCCCC1)c1cc(Br)ccc1Cl	0.2%	-32.1*	-0.5	-0.2%	6.5	-1.2	-11.8%	0.7	0.2%
CC(=O)c1cccc(Nc2cc(C)nc3ccc(C)cc23)c1	-1.4%	-39.6*	-0.9	-2.8%	-6.5	0.7	7.8%	-19.9	-5.2%
COC(=O)c1cc(S(=O)(=O)Nc2cccc(C)c2C)cn1C	-0.4%	1.7	4.9	0.3%	0.6	1.3	0.3%	-2.8	-5.1%
O=C1[C@H]2[C@@H](C3CC3)N3C(=O)CN(CC4CC4)C(=O)[C@@]3(Cc3ccccc3)[C@H]2C(=O)N1c1ccccc1	.	.	.	-4.9%	.	3.7	1.6%	.	-3.6%
O=Cc1ccc(-c2ccc(Cl)cc2Cl)[nH]1	0.6%	-11.1	0.5	-4.2%	-9.5	-11.1	-1.8%	-1.1	1.6%
O[C@@H](CNC[C@H](O)c1ccccc1)c1ccccc1	-2.5%	4.8	1.4	-4.0%	-10.0	0.1	-0.8%	3.2	1.7%
CC(=O)Nc1cc(C(=O)NCc2ccc(C)cc2)ccc1Sc1ccc(C)cc1	7.3%	13.5	-0.6	-2.1%	9.7	-3.1	6.5%	-2.2	-0.6%
COC(=O)C1(CCSC)NC(c2ccccc2OC)C2C(=O)N(C)C(=O)C21 (configuration not stated)	1.2%	-0.7	-0.4	2.8%	-1.9	-7.4	3.2%	1.6	-2.8%
Cc1ccc(NC(=O)C(=O)NCC(c2ccc3c(c2)OCO3)N2CCOCC2)c(C)c1 (configuration not stated)	1.0%	-4.2	1.3	-2.1%	6.7	-0.9	0.5%	-4.9	-3.3%
Cc1ccc(C(=O)CC2(O)C(=O)N(C)c3ccccc32)s1 (configuration not stated)	0.5%	8.2	2.7	-13.8%	6.8	-3.8	-8.4%	-6.8	8.3%
CCCc1cc(C(=O)Nc2ccccc2SC)no1	3.1%	31.0	-0.8	-4.1%	.	1.8	0.2%	18.0	3.6%
O=C1OCC/C1=C\c1ccccc1	2.1%	3.1	0.8	1.4%	7.4	-10.6	-6.0%	0.6	-2.4%
CCOc1ccc(/C=C2\SC(=S)N(CC(=O)Nc3ccccn3)C2=O)cc1	4.6%	4.9	4.4	-0.8%	10.8	-5.5	-2.1%	0.4	-4.5%
N#CCCN(C(=O)Nc1ccc(Cl)c(Cl)c1)c1ccccc1	1.0%	-1.7	1.9	3.4%	8.5	-0.5	0.6%	-2.6	-3.4%
Oc1ccccc1-c1nc(N2CCN(Cc3ccccc3)CC2)c2ccccc2n1	23.6%	5.0	2.1	-3.0%	0.0	-2.6	4.7%	0.3	0.3%
CCn1c(SCC(=O)NCc2ccc3c(c2)OCO3)nnc1-c1c[nH]c2ccccc12	-0.8%	-5.3	-2.2	-3.8%	34.3*	-4.3	5.1%	-8.8	-5.0%
Cc1ccc(S(=O)(=O)N(CC(=O)NCCSc2ccc(Cl)cc2)c2cccc(Cl)c2)cc1	1.2%	20.2	13.1	7.3%	-6.8	1.9	1.4%	-0.8	-2.5%
Cc1cn([C@H]2C[C@H](O)[C@@H](CNS(=O)(=O)c3ccc(NS(=O)(=O)N(C)C)cc3)O2)c(=O)[nH]c1=O	.	.	.	-3.7%	.	-10.4	9.0%	.	3.5%
Cc1ccc(NC(=O)c2ccc([N+](=O)[O-])o2)cc1C	0.3%	-1.1	-0.2	?	-3.6	3.4	3.4%	-2.6	?
SMILES	RXFP1 agonist	D1 antagonist	D1 ag	Vif-APOBEC3G blk	D2 potentiator	LDHA inh	Vif-A3F inh	D1 PAM	GRP78 ERSR act
COc1ccc(/C=N/NC(=O)c2ccc(Cl)c(S(N)(=O)=O)c2)cc1OCC(N)=O	0.2%	11.8	1.8	-3.2%	.	-8.0	2.5%	3.1	-0.2%
CCOc1c(Cl)cc(CNCC(C)C)cc1Cl	.	.	.	0.9%	.	-7.2	-14.9%	.	-4.6%
Clc1cccc(N2CCN(c3ncnc4c3nc3n4CCCCC3)CC2)c1	2.6%	-3.9	4.6	-4.3%	8.1	4.9	4.7%	-1.0	-5.6%
COC(=O)C1=C(N)Oc2cc(C)n(Cc3ccco3)c(=O)c2C1c1cccc(Cl)c1 (configuration not stated)	-0.7%	11.0	3.7	-11.8%	0.8	-0.1	-1.3%	-4.3	?
O=C(CSc1ncc2c(n1)-c1ccccc1N(Cc1ccc(F)cc1)S2(=O)=O)c1ccc(Cl)cc1	20.4%	0.7	4.6	-4.3%	-3.5	0.9	1.8%	0.6	-1.7%
NC(=S)Nn1c(CCC(=O)O)ccc1-c1ccccc1	-1.0%	11.0	5.3	-3.0%	15.3	-0.4	-10.6%	8.2	-4.2%
OC(CNCc1ccccc1)COCc1ccc(Cl)cc1 (configuration not stated)	-0.6%	9.1	16.3	-0.1%	12.6	-23.5	1.4%	4.6	-2.9%
O=C(CSC1=Nc2ccccc2N=C(c2ccc(F)cc2)C1)Nc1ccc(Cl)cc1	1.7%	-8.4	4.9	-6.3%	12.2	-1.1	-1.8%	-3.0	2.5%
Cc1ccccc1OCC(O)Cn1c2ccccc2c2ccccc21 (configuration not stated)	4.7%	-2.3	3.6	-6.3%	-1.2	5.9	-11.2%	-4.8	1.3%
C=C(C)Cn1c(=O)c2c(nc3n2CC(C)CN3Cc2ccccc2)n(C)c1=O (configuration not stated)	-0.6%	-1.8	0.3	-0.5%	2.1	1.7	3.0%	-4.4	-1.0%
CC(=O)Nc1ccc(C(=O)Nc2ccncc2)cc1	-1.5%	8.0	-0.9	5.1%	-7.2	-4.4	9.9%	-4.3	-4.0%
CCCC(=O)Nc1ccc(Cl)c(NC(=S)NC(=O)c2ccco2)c1	-0.2%	-7.1	1.7	-12.8%	-0.6	-1.3	-5.1%	-6.2	-0.6%
CCOCCc1nn2c(=O)cc(COC(=O)CNC(=O)c3cccc(C)c3)nc2s1	2.0%	-5.2	6.7	8.4%	13.5	2.9	6.9%	-0.8	2.6%
CCC(=O)Nc1ccccc1-c1nc2ccccc2n(C(CC)C(=O)Nc2cccc(Cl)c2)c1=O (configuration not stated)	0.3%	-21.3	-1.4	-13.5%	-3.1	-0.2	-11.8%	-2.6	1.2%
S=C(Nc1ccc(Cl)c(Cl)c1)NN1CCOCC1	0.7%	5.0	1.9	-4.0%	6.9	-2.0	?	-7.5	0.5%
O=C(CCl)N(c1ccccc1)C1CCCCC1	1.1%	-8.6	1.9	-18.9%	-4.3	-7.4	9.0%	-8.3	-12.8%
O=C(c1cc([N+](=O)[O-])ccc1N1CCCCC1)N1CCCC1	0.7%	4.4	-0.3	-1.4%	2.4	-9.6	-0.2%	-2.1	-3.4%
Cc1cc(OCC(=O)OCC(=O)N2CCCCC2)ccc1Cl	.	.	.	-3.9%	.	-1.3	-8.0%	.	-3.9%

2 records drawn at random from those above, as already listed:
SMILES	RXFP1 agonist	D1 antagonist	D1 ag	Vif-APOBEC3G blk	D2 potentiator	LDHA inh	Vif-A3F inh	D1 PAM	GRP78 ERSR act
N#CCCN(C(=O)Nc1ccc(Cl)c(Cl)c1)c1ccccc1	1.0%	-1.7	1.9	3.4%	8.5	-0.5	0.6%	-2.6	-3.4%
CC(=O)Nc1cc(C(=O)NCc2ccc(C)cc2)ccc1Sc1ccc(C)cc1	7.3%	13.5	-0.6	-2.1%	9.7	-3.1	6.5%	-2.2	-0.6%
